ROMK mod: human ROMK K+ channel modulation, primary screen; hit rate 2% among 130,000; P48048; Tet-inducible ROMK, thallium flux fluorescence; actives lie on both sides; AID 1918; B-score at 10 µM;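 active = signal ratio slope over the read window, or its plate-corrected B-score, at least 3 SD from the plate mean, either direction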;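 also: B-score of the F/F0 ratio slope over 7 to 12 s after thallium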
Target sequence (P48048 whole entry, looked up): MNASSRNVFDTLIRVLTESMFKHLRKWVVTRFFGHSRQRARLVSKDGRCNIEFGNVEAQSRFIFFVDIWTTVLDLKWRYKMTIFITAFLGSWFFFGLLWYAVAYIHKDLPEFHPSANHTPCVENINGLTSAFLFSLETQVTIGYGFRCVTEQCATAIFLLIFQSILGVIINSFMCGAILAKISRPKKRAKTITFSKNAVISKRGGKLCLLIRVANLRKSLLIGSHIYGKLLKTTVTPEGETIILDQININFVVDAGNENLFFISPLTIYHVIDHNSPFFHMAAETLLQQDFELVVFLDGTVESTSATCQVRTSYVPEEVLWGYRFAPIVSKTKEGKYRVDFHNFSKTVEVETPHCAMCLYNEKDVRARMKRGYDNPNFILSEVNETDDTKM
Diaph inh CS: inhibits diaphorase or chemically oxidizes, flagging diaphorase assay artifacts. hit rate 0.69% among 190,000. AID 1217. diaphorase resazurin-to-resorufin fluorescence, NADH, 16 min; bacterial (C. kluyveri) enzyme, not human. inhibition, % at 20 µM;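 active = primary screen inhibition at 20 µM above a set limit, cut at about 50% in these data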;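 also: plate controls were DMSO with full reaction for no effect and wells lacking NADH for full effect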
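Benchmarks: positive control wells lacking NADH, neutral wells with DMSO only. System: bacterial diaphorase enzyme (C. kluyveri). Input: 0.14 U/mL diaphorase, enzyme working solution. Detection: resorufin fluorescence, excitation 544 nm, emission 590 nm. Times: 16-min room-temperature incubation before reading.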
PPARg SRC-1 ag: agonists of human PPARgamma SRC-1 coactivator recruitment; PPARgamma-SRC-1 coactivator recruitment biochemical assay; P37231; hit rate 0.41% among 200,000; activation, % at 8 µM; AID 631; in the data active = activation above about 19%;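 also: 0% = DMSO and 100% = reference agonist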
Target sequence (P37231 whole entry, looked up): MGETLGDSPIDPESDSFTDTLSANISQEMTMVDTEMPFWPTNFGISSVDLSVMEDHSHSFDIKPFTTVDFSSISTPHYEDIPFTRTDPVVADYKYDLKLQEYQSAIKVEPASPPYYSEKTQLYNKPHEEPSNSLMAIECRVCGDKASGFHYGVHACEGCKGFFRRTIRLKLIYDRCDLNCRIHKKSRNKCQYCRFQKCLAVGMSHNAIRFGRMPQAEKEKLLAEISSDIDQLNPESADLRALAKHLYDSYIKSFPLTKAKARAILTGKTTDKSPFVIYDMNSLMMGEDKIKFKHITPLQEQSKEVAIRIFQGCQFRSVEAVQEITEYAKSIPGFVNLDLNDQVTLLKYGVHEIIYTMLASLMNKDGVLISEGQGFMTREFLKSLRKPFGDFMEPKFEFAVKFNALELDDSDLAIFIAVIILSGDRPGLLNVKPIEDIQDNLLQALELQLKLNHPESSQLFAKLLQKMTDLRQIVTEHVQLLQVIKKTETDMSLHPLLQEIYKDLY
PMI act satM6P: PMI (human) activation, high substrate; activation factor at 20 µM; hit rate 0.34% among 190,000; AID 1216; coupled PMI enzyme assay, resazurin fluorescence, 20 min; stronger effect = higher value; 1 = untreated enzyme, 0 = substrate-free blank; P34949;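 active = activation factor of 2 or more at 20 µM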
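Technique: Diaphorase-driven resazurin-to-resorufin fluorescence, excitation 544, emission 590 nm | Assay system: Human PMI in coupled enzyme assay | Times: Enzyme reaction with compound 20 min at room temperature | Medium: HEPES-buffered pH 7.4 with magnesium and detergent | Reagent: Mannose-6-phosphate 1.0 mM (near-saturating) plus 0.22 mM NADP+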
G6PDH counter: counter-screen for G6PDH assay hits: L. mesenteroides G6PDH inhibition | inhibition, % at 5 µM | AID 1020 | hit rate 0.12% among 200,000 | Purified L. mesenteroides G6PDH, diaphorase/resazurin coupled fluorescence, 45 min; in the data active = inhibition above about 50%
S1P3 antagonist: blocks the human S1P3 receptor; Q99500; CHO S1P3 NFAT-BLA reporter, FRET fluorescence, antagonist mode; inhibition, % at 4.98 µM; hit rate 0.27% among 170,000;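 active = inhibition above the plate cutoff, the mean inhibition of test wells on that plate plus 3 SD, cut at about 28% in these data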;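 also: cells challenged with S1P at its EC80 of 0.8 µM; blue over green emission ratio from cleaved BLA substrate after 4 h stimulation; 0% = S1P-stimulated wells and 100% = unstimulated DMSO-only wells; some compounds past the cut are filed as inactive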
PPARg SRC2 recr: promotes SRC-2 coactivator recruitment by human PPARgamma; P37231; PPARgamma LBD-SRC-2 recruitment, biochemical; activation, % at 8 µM; hit rate 0.34% among 200,000; AID 1032; in the data active = activation above about 22%;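 also: 0% = vehicle and 100% = reference agonist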
TR-FRET SRC-2 ct: counter-screen for PPARgamma SRC-2 recruitment agonists: TR-FRET artefact. stronger effect = higher value. TR-FRET ratio at 8 µM. hit rate 0.4% among 200,000; in the data active = TR-FRET ratio above about 2000; also: inactives centre near 1500
PPARg SRC3 recr: agonists of human PPARgamma SRC-3 coactivator recruitment | activation, % at 8 µM | P37231 | hit rate 0.26% among 200,000 | biochemical PPARgamma/SRC-3 coactivator recruitment assay; in the data active = activation above about 23%;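 also: 0% = DMSO and 100% = reference agonist; some compounds past the cut are filed as inactive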
Diaph act CS: diaphorase activation or chemical reduction counter-screen | AID 1229 | Diaphorase/resazurin coupled assay, resorufin fluorescence, 16 min; stronger effect = higher value; 1 = vehicle wells, 0 = NADH-free wells | hit rate 0.005% among 190,000 | activation factor at 20 µM;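 active = diaphorase activity raised at least twofold by the compound at 20 µM; inactive = activation factor below 2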
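Material: purified diaphorase enzyme from Clostridium kluyveri / Medium: HEPES pH 7.4 buffer with MgCl2 and Tween 20 / Schedule: enzyme reaction of 16 min at room temperature / Measured by: resorufin fluorescence, excitation 544 nm, emission 590 nm / Evaluation: rise in resorufin formation, marking diaphorase activation or chemical reduction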
PMI act: activators of human phosphomannose isomerase; P34949; purified human PMI, coupled resazurin fluorescence, 20 min; stronger effect = higher value; 1 = vehicle control, 0 substrate-free wells; activation factor at 20 µM; hit rate 0.005% among 190,000; AID 1214;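 active = activation factor of 2 or more at 20 µM, relative to plate controls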
* = called active by the depositor; nt = no result given.

1) CCc1cccc2c(C=C(C#N)C#N)cn(CC(=O)N3CCCCC3)c12
2) O=C(CSc1nnc(SCc2cccc3ccccc23)s1)c1ccc2c(c1)OCO2
3) Cc1[nH]c2ccccc2c1C1=CN2CCS(=O)(=O)N=C2S1
4) CCN1CCN(Cc2ccc(OCc3ccccc3)cc2)CC1
5) Nc1ccc(Nc2ccc([N+](=O)[O-])cc2[N+](=O)[O-])cc1
6) O=C(c1cnc(Cl)c(Cl)c1)N1CCC(Cc2ccccc2)CC1
7) Cc1nn(Cc2ccc(Cl)cc2)c(C)c1NC(=O)c1cc(-c2ccc3c(c2)OCO3)on1
8) CCC(C)N1C(=O)/C(=C/c2c(NCCCOC(C)C)nc3c(C)cccn3c2=O)SC1=S (stereo not given)
9) CCOCC(O)CSCc1ccc(Cl)cc1 (stereo not given)
10) CCOC(=O)/C(=N\O)C1=NC(C)(C)Cc2ccccc21

assay / entry	1	2	3	4	5	6	7	8	9	10
ROMK mod	nt	nt	nt	nt	-0.41	0.052	-0.11	nt	-0.5	-1.5
Diaph inh CS	6	16	2	17	10	14	-1	9	9	-10
PPARg SRC-1 ag	9	1	2	-3	3	6	6	7	1	6
PMI act satM6P	0.9	1	1	1	1	0.9	1.1	0.9	0.9	1.1
G6PDH counter	-2	5	5	21	11	-1	2	4	-8	16
S1P3 antagonist	nt	nt	2	-10	1	-15	42	nt	nt	0
PPARg SRC2 recr	7	6	4	-1	1	3	2	11	1	-2
TR-FRET SRC-2 ct	1462	1763	1390	1443	1394	1645	1506	1595	1474	1509
PPARg SRC3 recr	-6	6	-5	6	0	1	9	10	6	2
Diaph act CS	0.9	0.8	1	0.8	0.9	0.9	1	0.9	0.9	1.1
PMI act	0.9	1	1	0.9	1	0.9	1	0.8	0.9	1

11) COc1ccc(NC(=O)C(C/C=C(/C)Cl)C(C)=O)cc1 (stereo not given)
12) O=C1CC(=O)N(Cc2ccco2)C(=S)N1
13) CCCCOc1ccc(C(C)NC(=O)CCS(=O)(=O)Cc2ccc(Cl)cc2)cc1 (stereo not given)
14) O=C(CCCc1nc2ccccc2s1)N1CCN(c2ccccc2)CC1
15) C/C(=N\N1CCN(c2ccc(Cl)cc2)CC1)c1cccc([N+](=O)[O-])c1
16) Cc1ccc(C)c(NC(=S)NC2CC3CCC(C2)N3Cc2ccco2)c1 (stereo not given)
17) CCN(CC)c1ccc(NC(=O)COC(=O)c2ccc3ccccc3n2)cc1
18) COc1ccc(/C=C/C(=O)Nc2cccc(C(C)=O)c2)cc1
19) Cc1ccccc1NS(=O)(=O)c1ccc2[nH]cc(C(=O)N(C)Cc3ccco3)c(=O)c2c1
20) CC(=O)NC(Cc1cccc(C)c1)C(=O)NC1CCN(c2ncccc2[N+](=O)[O-])CC1 (stereo not given)

assay / entry	11	12	13	14	15	16	17	18	19	20
ROMK mod	nt	1.6	-0.039	-0.61	-0.77	nt	nt	1.4*	nt	nt
Diaph inh CS	9	68*	0	17	1	19	0	4	19	-4
PPARg SRC-1 ag	4	-8	2	1	6	0	2	-4	-4	-1
PMI act satM6P	1	1.5	1.1	0.9	1	0.9	1.1	1	0.9	1.1
G6PDH counter	4	4	-8	5	4	11	7	-5	-3	21
S1P3 antagonist	nt	nt	-13	-1	11	nt	nt	5	-2	-11
PPARg SRC2 recr	13	-4	2	-3	1	-5	1	-18	-4	-1
TR-FRET SRC-2 ct	1614	1490	1548	1536	1697	1358	1568	1373	1550	1465
PPARg SRC3 recr	2	-10	7	0	3	-6	-5	-1	6	-1
Diaph act CS	0.9	0.3	1	0.8	1	0.8	1	1	0.8	1
PMI act	1	1.3	1	0.9	1	0.9	0.9	1	0.9	1

3 entries from above, field by field.
18. COc1ccc(/C=C/C(=O)Nc2cccc(C(C)=O)c2)cc1
  ROMK mod: 1.4*	Diaph inh CS: 4	PPARg SRC-1 ag: -4	PMI act satM6P: 1	G6PDH counter: -5	S1P3 antagonist: 5	PPARg SRC2 recr: -18	TR-FRET SRC-2 ct: 1373	PPARg SRC3 recr: -1	Diaph act CS: 1	PMI act: 1
19. Cc1ccccc1NS(=O)(=O)c1ccc2[nH]cc(C(=O)N(C)Cc3ccco3)c(=O)c2c1
  ROMK mod: nt	Diaph inh CS: 19	PPARg SRC-1 ag: -4	PMI act satM6P: 0.9	G6PDH counter: -3	S1P3 antagonist: -2	PPARg SRC2 recr: -4	TR-FRET SRC-2 ct: 1550	PPARg SRC3 recr: 6	Diaph act CS: 0.8	PMI act: 0.9
20. CC(=O)NC(Cc1cccc(C)c1)C(=O)NC1CCN(c2ncccc2[N+](=O)[O-])CC1 (stereo not given)
  ROMK mod: nt	Diaph inh CS: -4	PPARg SRC-1 ag: -1	PMI act satM6P: 1.1	G6PDH counter: 21	S1P3 antagonist: -11	PPARg SRC2 recr: -1	TR-FRET SRC-2 ct: 1465	PPARg SRC3 recr: -1	Diaph act CS: 1	PMI act: 1

The list continues.
21) COC(=O)c1ccccc1NC(=O)CSc1nc(N)cc(=O)[nH]1
22) CCn1c(SCC(=O)NNC(=S)Nc2ccc(C)cc2)nnc1-c1ccc(Cl)cc1
23) Cc1cccc(CN(C)CCc2ccccn2)c1
24) CS(=O)(=O)N1CCC(C(=O)Nc2ccccc2F)CC1
25) c1cncc(Nc2nc(-c3ccncc3)cs2)c1
26) O=C1c2ccccc2C2(c3ccccc3)NCCN12 (stereo not given)
27) CCn1c(=O)c(C(=O)Nc2ccsc2C(=O)OC)c(O)c2ccccc21
28) O=C(c1cnn(C(=O)COc2ccc(Cl)cc2)c1)c1ccccc1O
29) O=C(O)c1cccc(N/N=C/c2ccc(-c3ccccc3)cc2)c1
30) O=C(CC(=O)c1ccccc1)Nc1cccnc1

assay / entry	21	22	23	24	25	26	27	28	29	30
ROMK mod	0.29	nt	nt	nt	-0.0054	nt	nt	-0.35	1.9	0.98
Diaph inh CS	16	-3	5	11	10	-6	8	15	22	-7
PPARg SRC-1 ag	0	-3	2	0	6	8	2	7	-6	-5
PMI act satM6P	1	1.1	1.1	1	1	1	1.2	1	2.7*	1.1
G6PDH counter	4	-13	0	-9	3	15	-10	4	-3	1
S1P3 antagonist	-6	-5	14	-13	12	15	0	-7	-3	-36
PPARg SRC2 recr	1	1	6	8	13	6	9	1	-5	0
TR-FRET SRC-2 ct	1388	1496	1807	1601	1588	1722	1564	1524	1635	1361
PPARg SRC3 recr	-2	2	8	5	1	2	6	-2	2	-1
Diaph act CS	0.8	1	0.9	0.9	0.9	1.1	0.9	0.9	0.8	1.1
PMI act	1	1.1	1	0.9	1	1.1	1.1	1	1.7	1.1

31) Cc1cccc(OCCN2C(=O)c3ccccc3C2=O)c1
32) O=C(OCc1nc2ccc(Cl)cc2n1CCO)c1ccccc1
33) CCCC(=O)Nc1ccc(Cl)c(NC(=O)c2cccnc2Cl)c1
34) CC(=O)N1N=C(c2c(-c3ccccc3)c3cc(C)ccc3[nH]c2=O)CC1c1ccco1 (stereo not given)
35) CCc1ccc(C(C)NC(=O)Cn2cnc3c(=O)n(C)c(=O)n(C)c32)cc1 (stereo not given)
36) O=C(O)CCC(=O)Nc1ccc(N=Nc2ccccc2)cc1
37) COC(=O)c1sc(N)c(C(=O)OC)c1COC(=O)CNS(=O)(=O)c1ccc(C)c(C)c1
38) CCn1ccnc1CNC(=O)CC1C(=O)NCCN1Cc1ccccc1F (stereo not given)
39) CCCn1c(C)cc(/C=C(\C#N)C(=O)OCC(=O)Nc2cc(OC)c(OC)c(OC)c2)c1C
40) O=C(CN1C(=O)c2cccc3cccc1c23)Nc1ccccc1

assay / entry	31	32	33	34	35	36	37	38	39	40
ROMK mod	0.36	-0.68	nt	-1.2	nt	0.044	-0.1	0.002	nt	-0.22
Diaph inh CS	1	15	-9	21	15	-6	24	6	14	-6
PPARg SRC-1 ag	4	3	-8	2	1	1	3	-6	5	8
PMI act satM6P	1	0.9	1	1	1.1	1.1	0.8	0.9	0.9	1
G6PDH counter	-3	6	7	-4	3	2	-16	12	-17	12
S1P3 antagonist	-7	-9	nt	3	nt	-16	5	-14	-13	-5
PPARg SRC2 recr	2	-2	-8	8	3	-1	-2	0	4	3
TR-FRET SRC-2 ct	1645	1602	1476	1534	1757	1494	1603	1461	1786	1783
PPARg SRC3 recr	0	2	0	7	-3	4	2	-1	1	-3
Diaph act CS	1	0.8	1.1	0.8	0.8	1.1	0.8	0.9	0.9	1.1
PMI act	1	0.8	1	0.9	1.1	1	0.7	1	0.9	1.1

Screening data deposited in PubChem BioAssay by several laboratories.
